Source: PubChem (several laboratories)
STEP inh = STEP (human) phosphatase inhibition | P54829 | recombinant STEP, OMFP fluorogenic substrate, fluorescence | inhibition, % at 20 µM | 360,000 tested, 0.25% active;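 active = inhibition at 20 µM, scaled per plate between control wells, above about 37%, limit read from the data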;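 also: 0% = DMSO with enzyme and substrate and 100% = substrate only without enzyme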
Target sequence (P54829 whole entry, looked up): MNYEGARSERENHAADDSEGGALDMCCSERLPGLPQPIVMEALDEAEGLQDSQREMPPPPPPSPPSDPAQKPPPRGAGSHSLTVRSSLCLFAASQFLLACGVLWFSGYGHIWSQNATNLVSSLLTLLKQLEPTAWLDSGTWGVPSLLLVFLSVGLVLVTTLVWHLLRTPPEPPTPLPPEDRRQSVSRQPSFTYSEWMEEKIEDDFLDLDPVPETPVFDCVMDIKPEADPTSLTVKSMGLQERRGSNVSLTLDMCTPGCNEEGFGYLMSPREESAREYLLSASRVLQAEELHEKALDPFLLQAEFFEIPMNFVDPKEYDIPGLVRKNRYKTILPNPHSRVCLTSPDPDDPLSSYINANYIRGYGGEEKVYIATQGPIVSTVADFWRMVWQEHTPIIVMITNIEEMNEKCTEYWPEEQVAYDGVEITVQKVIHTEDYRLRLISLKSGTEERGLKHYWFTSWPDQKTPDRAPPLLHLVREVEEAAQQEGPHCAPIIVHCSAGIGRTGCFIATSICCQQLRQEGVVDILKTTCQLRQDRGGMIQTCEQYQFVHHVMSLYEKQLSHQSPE
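System: STEP (striatal-enriched tyrosine phosphatase) enzyme, cell-free; medium: Bis-Tris pH 6.0 buffer with DTT, detergent; dosing: 20 µM, 1% DMSO; times: reaction 20 min, ambient temperature; detection: fluorescence, 480/540 nm; read-out basis: normalized % inhibition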
LMPTP inh = LMPTP (human) inhibition; P24666; recombinant LMPTP-A, OMFP fluorogenic substrate, fluorescence intensity; inhibition, % at 20 µM; 360,000 tested, 0.22% active;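 active = compounds that cut the enzyme signal by at least half of the control window in the single-dose screen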;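 also: plate controls were DMSO wells with enzyme plus substrate for no effect and substrate without enzyme for full effect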
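Test system: LMPTP-A, protein tyrosine phosphatase of low molecular weight; Input: 0.625 nM enzyme; Incubation: 50 min dark incubation at room temperature; Signal: endpoint fluorescence intensity from OMFP dephosphorylation; Read-out basis: % inhibition versus control wells.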
CSN inh = CSN deneddylation inhibition. Q92905. Purified CSN, SCF-Nedd8-OG deneddylation, fluorescence polarization. inhibition, % at 12.5 µM. 360,000 tested, 0.38% active. AID 651999;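 active = pattern-corrected inhibition above about 35%, with an unprinted fluorescence ratio check between 0.5 and 1.5, limit read from the data, passing the limit was not always enough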;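 also: 0% = enzyme with substrate and 100% = substrate without enzyme; some results filed as inactive read as strong as hits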
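assay system = purified human Csn5 enzyme expressed in HEK293T cells | amount = 0.24 nM enzyme | buffer or medium = Tris/NaCl/DTT buffer, pH 7.5 | reagent = 10 nM SCFSkp2-Nedd8OG | compound = one concentration, 12.5 µM, 0.25% DMSO | times = 90 min reaction at room temperature | signal = FP | read-out basis = % inhibition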
Rpn11 inh = blocks the human proteasome subunit Rpn11. O00487. human 26S proteasome, Ub4-pepOG fluorescence polarization; 20S core pre-blocked with epoxomicin. calls only at 20 µM. 360,000 tested, 0.59% active. AID 588493;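 active = inhibition at 20 µM, scaled to each plate's controls, above about 33%, limit read from the data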
Target sequence (O00487 whole entry, looked up): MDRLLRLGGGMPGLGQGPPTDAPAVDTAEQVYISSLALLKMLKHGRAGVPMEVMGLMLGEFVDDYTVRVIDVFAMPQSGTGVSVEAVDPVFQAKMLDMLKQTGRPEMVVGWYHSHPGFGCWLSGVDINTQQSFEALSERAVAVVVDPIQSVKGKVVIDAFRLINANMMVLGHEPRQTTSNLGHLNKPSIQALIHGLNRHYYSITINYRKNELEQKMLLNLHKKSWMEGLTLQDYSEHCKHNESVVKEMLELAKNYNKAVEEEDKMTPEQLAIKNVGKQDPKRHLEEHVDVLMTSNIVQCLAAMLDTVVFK
SUMO1 PPI mod = SUMO1-SIM interaction modulation; P63165; SUMO1 binding to a labelled peptide, TR-FRET, 1 h; inhibition, % at 20 µM; 360,000 tested, 0.33% active; AID 602429; in the data active = inhibition above about 37%
Target sequence (P63165 whole entry, looked up): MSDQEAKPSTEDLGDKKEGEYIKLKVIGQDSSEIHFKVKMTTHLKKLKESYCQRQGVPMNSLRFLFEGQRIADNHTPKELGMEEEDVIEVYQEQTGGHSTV
NadD block = NadD (S. aureus) enzyme inhibition. purified NadD enzyme, colorimetric absorbance read-out. inhibition, % at 20 µM. 360,000 tested, 0.78% active. AID 602399; in the data active = inhibition above about 26%; also: some compounds past the cut are filed as inactive
TbMetRS inhib = Trypanosoma brucei MetRS inhibition. inhibition, % at 11.9 µM. purified T. brucei MetRS, ATP depletion, Kinase-Glo luminescence. 360,000 tested, 0.4% active;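 active = inhibition above a per-plate cutoff of the control wells' mean inhibition plus 3 SD, cut at about 5.5% in these data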;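 also: 0% = DMSO wells median and 100% = median of wells with control inhibitor compound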
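Dosing: 11.9 µM compound single dose, 0.9% DMSO; Assay system: purified T. brucei MetRS enzyme; Measured by: Kinase-Glo luciferase luminescence reporting remaining unconsumed ATP; Schedule: 15 min plus 2 h at 25 °C.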
DNMT1 block = inhibitors of human DNMT1; inhibition (reported as % activation of signal), % at 10 µM; DNMT1 molecular beacon, Hinp1I cleavage, fluorescence; AID 588458; P26358; 360,000 tested, 0.83% active; in the data active = inhibition above about 50%
MsrA inh = inhibits bovine methionine sulfoxide reductase A. inhibition, % at 15.5 µM. purified bovine MsrA, absorbance read-out. AID 651718. 360,000 tested, 0.75% active; in the data active = inhibition above about 4.5%;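 also: 0% = vehicle wells with enzyme and 100% = reference inhibitor wells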
Scp-1 inhibitor = blocks human Scp-1 phosphatase activity | Recombinant Scp1, phosphopeptide, malachite green phosphate absorbance | inhibition, % at 20 µM | 340,000 tested, 0.88% active | AID 493091;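 active = inhibition above about 50% at 20 µM, limit read from the data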;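 also: plate controls were DMSO wells with enzyme for no effect and wells lacking enzyme for full effect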
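Test system – truncated SCP-1 phosphatase (76-261aa) · Reagent – Phosphorylated 17-residue peptide substrate · Incubation – 45 min room-temperature reaction, 5 min colour, 30 min stabiliser · Detection – colorimetric phosphate reagent with accelerator and stabiliser, absorbance at 630 nm · Measure – % inhibition at 20 µM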
* hit, by the source's call. Not a hit list (roughly 3.9% active in at least one column).

Results for O=C(NCc1cccc2[nH]ccc12)C1CCC(=O)N(CCc2ccccc2)C1 (configuration not stated) ?
STEP inh: -1.3; LMPTP inh: 0.2; CSN inh: -2.6; Rpn11 inh: inactive; SUMO1 PPI mod: 1.4; NadD block: 0.4; TbMetRS inhib: 0.1; DNMT1 block: 0.1; MsrA inh: 1.2; Scp-1 inhibitor: -8.2

How did COCCNCCCOc1ccc(Br)cc1Cl do in these assays?
STEP inh: -0.8; LMPTP inh: -2.6; CSN inh: 2.6; Rpn11 inh: inactive; SUMO1 PPI mod: -2.1; NadD block: 0.4; TbMetRS inhib: 3.9; DNMT1 block: -0.7; MsrA inh: 0.4; Scp-1 inhibitor: 3.2

Results for COc1cccc(CNC(=O)CNC(=S)N(Cc2ccccc2)Cc2ccccc2F)c1 ?
STEP inh: 4.0; LMPTP inh: 0.8; CSN inh: -0.8; Rpn11 inh: inactive; SUMO1 PPI mod: 1.7; NadD block: -14.1; TbMetRS inhib: -0.6; DNMT1 block: -1.3; MsrA inh: -1.0; Scp-1 inhibitor: -9.3

What do the screens show for `O=C(Cc1c(Cl)cccc1Cl)Nc1cccc(S(=O)(=O)N2CCOCC2)c1`?
STEP inh: -0.7; LMPTP inh: -1.8; CSN inh: -0.3; Rpn11 inh: inactive; SUMO1 PPI mod: 5.0; NadD block: -9.1; TbMetRS inhib: -0.7; DNMT1 block: 24.4; MsrA inh: -0.6; Scp-1 inhibitor: -10.6

What do the screens show for `COC(=O)c1cc2ccsc2n1Cc1nc(-c2cccc(Cl)c2)oc1C`?
STEP inh: 4.2; LMPTP inh: 1.9; CSN inh: 5.7; Rpn11 inh: inactive; SUMO1 PPI mod: -3.9; NadD block: 0.6; TbMetRS inhib: -0.1; DNMT1 block: -2.1; MsrA inh: 0.1; Scp-1 inhibitor: -15.3

Results for CCNc1nc2c(c(=O)[nH]c(=O)n2C)n1CCCc1ccccc1 ?
STEP inh: -1.5; LMPTP inh: -1.1; CSN inh: 3.2; Rpn11 inh: inactive; SUMO1 PPI mod: 0.0; NadD block: 5.5; TbMetRS inhib: -0.2; DNMT1 block: 0.5; MsrA inh: -0.7; Scp-1 inhibitor: -3.5

How did COC(=O)c1cn(-c2ccccc2)nc1-c1ccc(OC)cc1 do in these assays?
STEP inh: -0.4; LMPTP inh: -0.5; CSN inh: -1.7; Rpn11 inh: inactive; SUMO1 PPI mod: 1.0; NadD block: -12.5; TbMetRS inhib: -0.1; DNMT1 block: -0.7; MsrA inh: 0.2; Scp-1 inhibitor: -8.0

How did Cc1cc(C)n2nc(CNS(=O)(=O)c3ccc(C(C)(C)C)cc3)nc2n1 do in these assays?
STEP inh: -2.3; LMPTP inh: -1.0; CSN inh: 1.7; Rpn11 inh: inactive; SUMO1 PPI mod: -0.6; NadD block: -4.7; TbMetRS inhib: -0.1; DNMT1 block: -3.9; MsrA inh: 0.1

How did Cc1[nH]c(C(=O)N/N=C/c2ccc(N(C)C)cc2)c(C)c1C(=O)N/N=C/c1ccc(N(C)C)cc1 do in these assays?
STEP inh: 4.3; LMPTP inh: 2.6; CSN inh: -4.1; Rpn11 inh: inactive; SUMO1 PPI mod: -2.4; NadD block: 13.3; TbMetRS inhib: -0.8; DNMT1 block: -9.6; MsrA inh: 7.5*; Scp-1 inhibitor: 0.2

Results for Cc1cccc(-n2c(C)cc(C=C3C(=O)c4ccccc4C3=O)c2C)c1 ?
STEP inh: 4.2; LMPTP inh: -2.1; CSN inh: -1.2; Rpn11 inh: inactive; SUMO1 PPI mod: -15.2; NadD block: 11.3; TbMetRS inhib: -1.6; DNMT1 block: 7.8; MsrA inh: -0.8; Scp-1 inhibitor: 19.6

Results for CC1(c2ccccc2Cl)NC(=O)N(CC(=O)N2CCN(S(=O)(=O)c3ccccc3)CC2)C1=O (configuration not stated) ?
STEP inh: -0.9; LMPTP inh: -1.0; CSN inh: -0.6; Rpn11 inh: inactive; SUMO1 PPI mod: -5.0; NadD block: 1.2; TbMetRS inhib: -0.3; DNMT1 block: 1.7; MsrA inh: -0.7; Scp-1 inhibitor: -6.2

What do the screens show for `S=C(c1ccc(OCc2ccccc2)cc1)N1CCCC1`?
STEP inh: 1.8; LMPTP inh: -0.4; CSN inh: 5.3; Rpn11 inh: inactive; SUMO1 PPI mod: 4.0; NadD block: -11.1; TbMetRS inhib: -0.6; DNMT1 block: 2.5; MsrA inh: -2.0; Scp-1 inhibitor: -5.7

Results for Cc1[nH]c2ccc(C(=O)OC(C)C(=O)NC3(C#N)CCCCC3)cc2c1C (configuration not stated) ?
STEP inh: -1.5; LMPTP inh: 0.1; CSN inh: 7.1; Rpn11 inh: inactive; SUMO1 PPI mod: 4.9; NadD block: -2.4; TbMetRS inhib: -0.5; DNMT1 block: 4.2; MsrA inh: -0.6; Scp-1 inhibitor: -9.0

What do the screens show for `C=CCc1ccc(OCCCOc2ccc(C)c(C)c2)c(OC)c1`?
STEP inh: 5.0; LMPTP inh: 2.3; CSN inh: 0.7; Rpn11 inh: inactive; SUMO1 PPI mod: 1.7; NadD block: 4.4; TbMetRS inhib: -0.6; DNMT1 block: -5.5; MsrA inh: 2.1; Scp-1 inhibitor: -9.6

What do the screens show for `CCCCC(=O)Nc1cccc(NC(=O)c2ccc(Br)o2)c1`?
STEP inh: -1.5; LMPTP inh: -2.1; CSN inh: 3.2; Rpn11 inh: inactive; SUMO1 PPI mod: 2.9; NadD block: -10.6; TbMetRS inhib: -0.8; DNMT1 block: -1.4; MsrA inh: 1.4; Scp-1 inhibitor: -4.4

How did COc1cc(CC(=O)OCc2cccc([N+](=O)[O-])c2)cc(OC)c1OC do in these assays?
STEP inh: 1.5; LMPTP inh: -1.8; CSN inh: -2.0; Rpn11 inh: inactive; SUMO1 PPI mod: -17.5; NadD block: -10.5; TbMetRS inhib: -0.7; DNMT1 block: 1.9; MsrA inh: -0.1; Scp-1 inhibitor: -12.6

How did Cc1cc(C(=O)CCl)c(C)n1-c1ccon1 do in these assays?
STEP inh: 0.1; LMPTP inh: 1.0; CSN inh: -6.4; Rpn11 inh: inactive; SUMO1 PPI mod: 2.8; NadD block: 5.7; TbMetRS inhib: -0.6; DNMT1 block: -1.9; MsrA inh: 0.6; Scp-1 inhibitor: -1.4

What do the screens show for `O=C(NNC(=O)c1n[nH]c(=O)c2ccccc12)c1ccc(Br)cc1`?
STEP inh: -0.4; LMPTP inh: 0.4; CSN inh: 2.8; Rpn11 inh: inactive; SUMO1 PPI mod: -4.8; NadD block: -2.3; TbMetRS inhib: 0.1; DNMT1 block: -0.6; MsrA inh: 0.8; Scp-1 inhibitor: -4.0

What do the screens show for `COc1ccc(OC)c(C2C(C(=O)c3ccco3)=C(O)C(=O)N2CCN2CCOCC2)c1` (configuration not stated)?
STEP inh: 0.3; LMPTP inh: 0.3; CSN inh: -2.1; Rpn11 inh: inactive; SUMO1 PPI mod: -4.4; NadD block: -4.4; TbMetRS inhib: 0.0; DNMT1 block: -3.2; MsrA inh: 0.9

How did O=C(NC[C@@H]1CC[C@@H](Cc2ccc(-c3ccccc3)cc2)O1)Nc1ccc(Br)cc1 do in these assays?
STEP inh: -1.6; LMPTP inh: 4.8; CSN inh: 0.7; Rpn11 inh: inactive; SUMO1 PPI mod: 15.1; NadD block: 1.8; TbMetRS inhib: -0.4; DNMT1 block: 4.1; MsrA inh: -1.0; Scp-1 inhibitor: 1.3

What do the screens show for `Cc1sc(NC(=O)CSc2nnc(N)s2)c(C#N)c1C`?
STEP inh: 1.8; LMPTP inh: 0.6; CSN inh: -5.2; Rpn11 inh: inactive; SUMO1 PPI mod: 0.2; NadD block: 1.9; TbMetRS inhib: 0.2; DNMT1 block: 1.0; MsrA inh: 0.6; Scp-1 inhibitor: 3.7

How did O=C1CCC(=O)N1OCCCOc1ccccc1 do in these assays?
STEP inh: 1.0; LMPTP inh: -2.1; CSN inh: -0.4; Rpn11 inh: inactive; SUMO1 PPI mod: -5.8; NadD block: -8.6; TbMetRS inhib: -1.2; DNMT1 block: 0.4; MsrA inh: 0.4; Scp-1 inhibitor: -4.6

What do the screens show for `N=c1ccn2c(n1)O[C@H]1[C@H](O)[C@@H](CO)O[C@H]12`?
STEP inh: -3.1; LMPTP inh: -1.2; CSN inh: 0.1; Rpn11 inh: inactive; SUMO1 PPI mod: -0.4; NadD block: -0.2; TbMetRS inhib: -0.6; DNMT1 block: 0.3; MsrA inh: 0.0; Scp-1 inhibitor: -6.8

Results for Cc1occc1C(=O)Nc1cc(C(F)(F)F)ccc1Cl ?
STEP inh: -2.6; LMPTP inh: 0.3; CSN inh: 4.5; Rpn11 inh: inactive; SUMO1 PPI mod: 1.6; NadD block: -0.3; TbMetRS inhib: -0.3; DNMT1 block: -4.5; MsrA inh: -1.0; Scp-1 inhibitor: -4.8

How did O=C(Cc1ccccc1[N+](=O)[O-])NC1CCN(Cc2ccccc2)CC1 do in these assays?
STEP inh: -1.0; LMPTP inh: 0.8; CSN inh: -1.8; Rpn11 inh: inactive; SUMO1 PPI mod: -2.3; NadD block: 1.6; TbMetRS inhib: 0.3; DNMT1 block: -1.0; MsrA inh: -1.0; Scp-1 inhibitor: -5.1

Results for COc1ccccc1C1SCCN1S(=O)(=O)c1ccccc1 (configuration not stated) ?
STEP inh: 2.0; LMPTP inh: -0.3; CSN inh: -1.9; Rpn11 inh: inactive; SUMO1 PPI mod: -1.8; NadD block: -5.8; TbMetRS inhib: 0.1; DNMT1 block: -1.7; MsrA inh: -0.5

Results for COc1ccc(NC(=O)C2CCCN(S(=O)(=O)c3ccccc3)C2)c(OC)c1 (configuration not stated) ?
STEP inh: 1.1; LMPTP inh: -0.2; CSN inh: -1.8; Rpn11 inh: inactive; SUMO1 PPI mod: 6.5; NadD block: -1.5; TbMetRS inhib: -0.5; DNMT1 block: -0.4; MsrA inh: 0.7; Scp-1 inhibitor: -8.3

Quoted from the listing (two entries):
Results for O=C(NCc1cccc2[nH]ccc12)C1CCC(=O)N(CCc2ccccc2)C1 (configuration not stated) ?
STEP inh: -1.3; LMPTP inh: 0.2; CSN inh: -2.6; Rpn11 inh: inactive; SUMO1 PPI mod: 1.4; NadD block: 0.4; TbMetRS inhib: 0.1; DNMT1 block: 0.1; MsrA inh: 1.2; Scp-1 inhibitor: -8.2

How did COCCNCCCOc1ccc(Br)cc1Cl do in these assays?
STEP inh: -0.8; LMPTP inh: -2.6; CSN inh: 2.6; Rpn11 inh: inactive; SUMO1 PPI mod: -2.1; NadD block: 0.4; TbMetRS inhib: 3.9; DNMT1 block: -0.7; MsrA inh: 0.4; Scp-1 inhibitor: 3.2
